Mtb BioA inh: BioA (M. tuberculosis) enzyme inhibition. purified M. tuberculosis BioA enzyme, plate reader. inhibition, % at 9.99 µM. hit rate 0.096% among 360,000. AID 602481; in the data active means inhibition above about 40%; inconclusive means no clear call, values can overlap the other calls
FBA Mtb inh: Mtb fructose-bisphosphate aldolase inhibition; inhibition, % at 1 µM; hit rate 2.3% among 360,000; purified M. tuberculosis FBA, fluorescence read-out; P9WQA3; AID 588726; in the data active means inhibition above about 27%;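 further: 0% = vehicle and 100% = reference inhibitor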
Target sequence (P9WQA3 whole entry, looked up): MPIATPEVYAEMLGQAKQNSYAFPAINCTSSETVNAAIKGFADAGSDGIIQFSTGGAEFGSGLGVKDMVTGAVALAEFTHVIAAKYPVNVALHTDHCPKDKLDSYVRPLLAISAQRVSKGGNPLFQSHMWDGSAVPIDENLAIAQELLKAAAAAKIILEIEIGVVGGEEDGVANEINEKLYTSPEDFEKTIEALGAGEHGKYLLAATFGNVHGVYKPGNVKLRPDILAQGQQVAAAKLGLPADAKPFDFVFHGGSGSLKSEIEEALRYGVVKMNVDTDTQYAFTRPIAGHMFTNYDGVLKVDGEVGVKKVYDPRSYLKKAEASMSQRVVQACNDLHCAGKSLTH
Mtb UGM inh: inhibitors of M. tuberculosis UDP-galactopyranose mutase. P9WIQ1. purified UGM, fluorescence polarization probe displacement. inhibition, % at 10 µM. hit rate 0.06% among 320,000. AID 504406; in the data active means inhibition above about 10%, passing the limit was not always enough; inconclusive means no clear call, values can overlap the other calls
Target sequence (P9WIQ1 whole entry, looked up): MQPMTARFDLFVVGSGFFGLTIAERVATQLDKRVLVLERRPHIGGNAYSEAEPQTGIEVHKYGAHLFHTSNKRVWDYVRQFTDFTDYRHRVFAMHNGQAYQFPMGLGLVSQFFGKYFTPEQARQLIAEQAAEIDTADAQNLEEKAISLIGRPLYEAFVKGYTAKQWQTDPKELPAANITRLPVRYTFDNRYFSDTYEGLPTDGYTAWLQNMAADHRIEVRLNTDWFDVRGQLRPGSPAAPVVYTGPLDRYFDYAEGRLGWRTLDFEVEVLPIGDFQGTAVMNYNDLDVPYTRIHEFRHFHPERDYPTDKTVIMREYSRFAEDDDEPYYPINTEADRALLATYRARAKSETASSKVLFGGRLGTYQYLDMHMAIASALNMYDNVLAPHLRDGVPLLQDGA
FadD28 binding: inhibitors of Mycobacterium tuberculosis FadD28 bisubstrate binding | FadD28 bisubstrate probe binding, fluorescence polarization | inhibition, % at 12.5 µM | AID 588549 | hit rate 0.22% among 360,000; in the data active means inhibition above about 8.5%, passing the limit was not always enough; inconclusive means no clear call, values can overlap the other calls
Anthrax LF inh2: anthrax lethal factor protease inhibition; P15917; multiplex microsphere protease cleavage assay, LF; inhibition, % at 10 µM; hit rate 0.12% among 360,000; AID 588501; further: plate controls were buffer without enzyme for full effect and enzyme alone for no effect
GDH-TPI inh: GDH-TPI coupled enzyme inhibition counter-screen; hit rate 1.2% among 360,000; AID 588335; inhibition, % at 4.8 µM; GDH-TPI coupled enzyme counterscreen, NADH absorbance; in the data active means inhibition above about 30%;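 further: 0% = DMSO wells and 100% = wells lacking the enzyme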
BoNT F protease: inhibitors of Botulinum neurotoxin F light chain protease; hit rate 0.22% among 360,000; AID 588497; inhibition, % at 10 µM; Multiplex microsphere protease cleavage assay, flow cytometry; in the data active means inhibition above about 35%, passing the limit was not always enough; inconclusive means no clear call, values can overlap the other calls; further: plate controls were buffer without enzyme for full effect and enzyme alone for no effect
PfHsp40 rescue: compounds rescuing yeast from Plasmodium falciparum HSP40 toxicity | growth rescue, % at 12.5 µM | hit rate 0.68% among 340,000 | S. cerevisiae expressing PfHsp40, growth rescue, ATP luminescence; in the data active means growth rescue above about 28%, passing the limit was not always enough; inconclusive means no clear call, values can overlap the other calls;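 further: yeast W303a lacking pdr1 and pdr3 grown in galactose medium; growth measured after three days at 30 °C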
BoNT A protease: BoNT A light chain protease inhibition | multiplex microsphere protease substrate cleavage, flow cytometry | inhibition, % at 10 µM | hit rate 0.17% among 360,000 | AID 588499; further: plate controls were buffer without enzyme for full effect and enzyme alone for no effect
* hit, by the source's call; ? = inconclusive; . = not tested or not shown. Unless noted, no stated cut-off is given here; in the data, active means inhibition above about 30%; inconclusive means no clear call, values can overlap the other calls; inactive means below that.

SMILES	Mtb BioA inh	FBA Mtb inh	Mtb UGM inh	FadD28 binding	Anthrax LF inh2	GDH-TPI inh	BoNT F protease	PfHsp40 rescue	BoNT A protease
Cn1c2ccccc2c(=O)c2ccc(F)cc21	-1.5	191*	-0.8	-1.6	-8	2	4	6.4	0.3
Cc1ccc(-n2c(-c3ccco3)nc3nc4ccccc4nc32)cc1	.	25	0.9	0.0	2	16	0	0.6	2.2
COCCn1nnnc1C(c1ccccc1)N1CCN(C(=O)c2ccco2)CC1 (configuration not stated)	-0.1	0	-0.1	0.4	-10	-3	-9	1.1	-2.8
CC(CC(=O)N1CCN(S(=O)(=O)c2ccc([N+](=O)[O-])cc2)CC1)c1ccccc1 (configuration not stated)	0.1	3	1.9	-0.8	-7	7	-13	0.4	-0.3
O=C(COC(=O)c1cccc(S(=O)(=O)N2CCCC2)c1)Nc1ccccc1	.	4	1.8	1.0	-2	2	-6	-0.5	-1.0
O=c1c2c3n(c(=O)nc2[nH]n1-c1ccccc1)CCCCC3	-1.8	-1	-0.4	0.5	-3	1	-6	1.2	-1.1
COC(=O)c1cc(OC)c(OC)cc1NC(=O)C(C)c1ccc([N+](=O)[O-])cc1 (configuration not stated)	.	-5	-4.3	-2.0	1	10	25	-0.3	2.4
O=c1c2ccccc2c(C=NCCc2ccccc2)c(O)n1Cc1ccccc1	.	-2	1.3	-4.0	-3	3	-13	0.7	-0.6
CCCOc1ccc(-c2nnc(-c3cccs3)o2)cc1	0.9	20	0.4	0.4	-2	5	-11	-1.4	0.3
CCOC(=O)Cc1csc(SCc2nc3ccccc3c(=O)[nH]2)n1	0.6	2	0.6	-1.0	6	3	8	10	0.2
COC(=O)c1nnn(CC(=O)NC(=O)Nc2c(C)cccc2C)c1C(=O)OC	.	2	0.3	1.0	-2	2	-11	-1.2	-1.3
COC(=O)c1ccc(Cl)c(NC(=O)CN(c2ccccc2)S(=O)(=O)c2ccc(OC)cc2)c1	0.3	-4	-2.1	-5.3	-2	-4	-12	6.0	-0.3
CNC(=O)NC(=O)C(C)OC(=O)c1c(C)noc1C (configuration not stated)	.	3	-3.3	-1.4	0	7	0	-1.5	0.2
CC(C)CN(C(=O)COC(=O)c1ccc([N+](=O)[O-])o1)C1CCS(=O)(=O)C1 (configuration not stated)	0.0	0	3.0	-0.7	2	4	0	-0.7	0.3
CN(Cc1ccc(Cl)c(Cl)c1)C(=O)C1=CC=CN2CCS(=O)(=O)N=C12	-1.4	9	0.7	0.2	-6	6	6	-0.1	0.2
N#Cc1ccc(NC(=O)c2cc(S(=O)(=O)N3CCOCC3)ccc2N2CCCC2)cc1	-3.0	4	2.0	1.5	.	14	.	0.1	.
CN(Cc1ccccc1)C(=O)CN(c1ccc(F)cc1)S(=O)(=O)c1ccc2c(c1)OCCO2	-0.1	-2	-1.8	-1.1	-6	8	-8	5.5	-0.6
CCC(OCC(O)CN1CCN(CCN2C(=O)c3cccc4cccc(c34)C2=O)CC1)c1ccccc1 (configuration not stated)	.	0	-0.3	0.0	-1	21	-3	-2.4	-0.9
COc1ccc(OC)c(CCNC(=O)CC2Oc3ccccc3NC2=O)c1 (configuration not stated)	0.4	-2	0.7	-2.6	-10	0	1	0.0	0.1
CCOC(=O)C1CCN(C(=O)C2(NC(=O)Nc3cccc(F)c3)CCCCC2)CC1	.	0	-1.5	-0.4	4	9	-5	0.5	0.5
c1ccc(N=C2SCCCS2)cc1	-0.2	4	.	-0.8	10	-1	-1	.	0.2
CCCC(=O)N1CCC1(C)C(=O)NS(=O)(=O)c1ccc(F)cc1F (configuration not stated)	-1.7	6	.	-2.0	-3	15	-1	.	-0.5
Cc1cccc(N(C(=O)c2nsc(Cl)c2Cl)C(C(=O)NC2CCCC2)c2ccc(O)cc2)c1C (configuration not stated)	.	1	.	-4.1	0	5	-7	0.5	-0.4
O=C(Nc1cccnc1)OC1CCCC1	.	-2	0.9	-3.1	-2	-5	-5	0.1	-0.6
Cc1onc(-c2ccc(Cl)cc2)c1-c1ccnc(SCC(=O)Nc2cc(Cl)cc(Cl)c2)n1	.	-1	0.0	-1.0	-3	1	?	0.6	?
C=CC(=O)Nc1cccc(Oc2ccnc(Nc3ccc(N4CCN(C)CC4)cc3)n2)c1	3.5	-1	.	-2.6	-16	2	-46	0.9	-1.3
CCOc1ccc(NC(=O)CCn2cccc2)cc1	.	1	-1.4	-0.4	2	-4	4	0.0	-0.8
CCOc1ccc(N2C(=O)CC(SC(=NC)Nc3cccc(OC)c3)C2=O)cc1 (configuration not stated)	0.3	-4	-2.8	-2.1	-8	-3	-5	2.9	-1.2
CCOC(=O)CC(NC(=O)Cc1cccs1)c1ccccc1Cl (configuration not stated)	-1.4	6	3.0	0.7	-10	9	2	0.1	-3.2
COc1ccccc1CCNC(=O)c1cc(C2CC2)nc2c1cnn2C(C)C	0.7	-1	.	-4.0	7	-3	3	4.8	1.1
COc1cc(SC)ccc1C(=O)N1CCCCCC1	0.4	-1	1.1	-4.0	-4	2	1	-2.0	0.0
Cc1cccc(NC(=O)c2ccc(NCCc3ccccc3)c([N+](=O)[O-])c2)c1	.	3	0.1	-2.0	0	-3	1	-1.5	-0.2
O=C(COC(=O)c1cccc(O)c1)Nc1ccc(S(=O)(=O)N2CCOCC2)cc1	7.4	1	0.0	1.3	-3	10	-3	-0.4	-0.2
CCc1ccc(C(=O)OCC(=O)Nc2c(C)n(C)n(-c3ccccc3)c2=O)cc1	-1.3	1	.	0.9	5	5	2	.	-0.1
CCOc1ccc(N(CC(=O)NCCc2ccc(F)cc2)S(=O)(=O)c2ccccc2)cc1	0.5	-3	0.2	-3.3	-2	-3	2	0.0	0.8
Cc1ccc(-n2c(SCC(=O)N3CCOCC3)nnc2-c2cccnc2)cc1C	1.0	-1	0.9	-3.3	-1	1	9	-0.1	0.4
Cc1c(C)c(C)c(/C=[N+](/C)[O-])c(C)c1C	.	1	1.9	-0.8	2	-1	2	-2.2	-0.6
Cc1nnc2ccc(N3CCCCC3)nn12	-0.9	2	-3.3	.	0	3	10	-2.1	1.5
CCN(CC(=O)Nc1ccc(OC)cc1)C(=O)CSCC(=O)Nc1ccc(C)cc1	0.1	1	1.0	-1.2	-2	4	-14	0.7	-1.0
COc1ccc(NC(=O)C(C)N2c3cccc4cccc(c34)S2(=O)=O)cc1 (configuration not stated)	-1.0	2	.	-0.9	-1	6	-1	0.2	2.4
CN1Cc2ccccc2N(CC(=O)NCc2ccccc2)C1=O	.	2	-0.6	-1.0	-4	7	-12	-2.3	-0.1
CCOC(=O)C(=CNc1cc(C)nn1C(C)(C)C)C(=O)OCC	0.4	1	1.1	-1.7	-10	13	11	0.2	0.2
Cc1cccc(NC(=O)c2cc(-c3ccccn3)nc3ccccc23)c1C	.	-1	1.0	-4.5	-2	4	-1	1.2	-1.2
COCCN(C(=O)c1ccc(C)o1)c1c(N)n(CC(C)C)c(=O)[nH]c1=O	-0.5	4	0.7	-1.3	10	2	4	-0.7	1.9
CC(=O)c1sc(NC(=O)COc2ccc([N+](=O)[O-])cc2)nc1C	-1.1	1	4.3	-0.6	-2	8	2	1.3	-1.1
CC1(C)Cc2ccccc2-c2nc(NCCCO)n(-c3ccccc3)c(=O)c21	2.7	198*	-1.1	-4.6	8	6	14	0.8	1.0
O=C(CC1C(=O)NCCN1Cc1c(F)cccc1Cl)NCc1ccccc1 (configuration not stated)	.	2	-1.1	0.8	0	6	0	-0.9	0.1
Nn1c(Cc2ccccc2F)nnc1SCC(=O)N1CC(=O)Nc2ccccc21	-0.1	-6	-0.2	-3.7	-4	3	9	0.6	-0.4
N#Cc1cccc(Oc2ccc(-c3cnc4ccccc4n3)cc2)c1C#N	.	8	.	0.9	0	4	2	0.6	0.5
Cc1ccc(NC(=O)CN(C)c2ccc(S(=O)(=O)N3CCN(C)CC3)cn2)cc1	-4.5	-2	1.6	0.2	-1	-3	8	-1.8	0.7
COC(=O)C1CC(O)CN1S(=O)(=O)c1cccs1 (configuration not stated)	.	-5	1.8	-4.0	-2	-10	-1	-0.5	-0.5
COc1cc(CCC(=O)OCC(=O)NCc2ccccc2)cc(OC)c1OC	.	1	-4.5	-2.4	-6	3	3	-2.7	-0.2
O=C(Nc1ccc(C(=O)N2CCOCC2)cc1)C1CCCC1	-0.4	-2	.	-3.5	-4	-10	-5	-1.2	-0.3
N#C/C(=C/c1ccc(N2CCCCC2)o1)C(=O)Nc1ccc(Cl)cc1	-0.2	-5	-12	1.1	-1	8	36*	0.1	-1.1
Cc1cc(=O)[nH]c(SCC(=O)OCc2ccccc2)c1C#N	.	-2	2.5	-3.0	2	-3	-2	2.1	0.8
Cc1[nH]n(-c2cccc(Cl)c2)c(=O)c1C=NCc1ccco1	.	-1	-2.5	0.1	8	0	0	-1.5	-0.5
O=C(c1ccccc1NS(=O)(=O)c1cccc(C(F)(F)F)c1)N1CCc2ccccc21	5.8	-5	-1.1	0.6	2	3	4	0.0	0.1
CCC1(O)CCCC2C3CCC4CC(=O)CCC4(C)C3C(=O)CC21C (configuration not stated)	-0.4	0	.	-2.8	-1	3	0	1.3	-0.2
Cc1cc(C)n(-c2ccc(C(=O)Nc3cccc(S(=O)(=O)N4CCCC4)c3)cc2)n1	-0.8	8	-2.4	-1.8	-1	2	1	0.5	-0.2
N#CC1=C2Nc3ccccc3N2C(=O)NC1(c1ccccc1)C(F)(F)F (configuration not stated)	-1.5	-10	1.4	-4.3	0	10	10	-0.9	0.1

Next entries:
SMILES	Mtb BioA inh	FBA Mtb inh	Mtb UGM inh	FadD28 binding	Anthrax LF inh2	GDH-TPI inh	BoNT F protease	PfHsp40 rescue	BoNT A protease
C/C(Cn1cnc([N+](=O)[O-])n1)=N\NC(=O)c1cccc(F)c1	4.2	-5	-0.1	-0.5	0	0	36*	-0.1	-0.3
Cc1ccc(C(=O)NCc2ccco2)cc1S(=O)(=O)Nc1cccc(Cl)c1	2.7	-2	0.2	-0.5	-1	4	2	1.0	?
Cn1nc(CC(=O)NCc2ccc(F)cc2)c2ccccc2c1=O	0.9	-1	0.7	-0.8	-8	15	-3	0.7	-0.8
Cc1nonc1NC(=O)CSc1ccccn1	0.0	1	0.3	1.0	-6	1	5	-1.4	-4.0
Cc1ccc2[nH]c(=O)c(COC(=O)c3cccs3)cc2c1	.	9	0.8	1.7	-3	12	-2	-0.1	-1.1
c1csc(-c2nc(NCCCN3CCOCC3)c3ccccc3n2)c1	.	2	-1.0	-1.3	4	15	-9	-1.5	-2.1
O=C(Nc1ccc(C(=O)c2ccccc2)cc1)c1ccccc1	4.4	8	-0.7	-1.1	-14	16	-33	-0.3	-0.9
Cc1ccc(NC(=O)COc2coc(CN3CCc4ccccc43)cc2=O)cc1Cl	0.2	-3	.	-0.4	-3	12	-6	0.4	0.3
CC1CCCCC1NC(=O)CCc1nc2sc3c(c2c(=O)[nH]1)CCCC3 (configuration not stated)	.	5	.	0.0	-2	4	6	-0.6	-0.3
O=C(NC(=S)NCCC1=CCCCC1)c1ccc(Br)o1	.	-3	-1.4	1.0	1	-1	-7	4.9	-1.2
Cn1c(=O)n(C)c2cc(/C=N/NC(=O)c3ccc(Cl)cc3)ccc21	-1.6	4	-0.3	-2.4	-5	51*	2	1.6	-0.2

Reformatted bar-delimited: part of the list above
canonical_smiles | Mtb BioA inh | FBA Mtb inh | Mtb UGM inh | FadD28 binding | Anthrax LF inh2 | GDH-TPI inh | BoNT F protease | PfHsp40 rescue | BoNT A protease
C/C(Cn1cnc([N+](=O)[O-])n1)=N\NC(=O)c1cccc(F)c1 | 4.2 | -5 | -0.1 | -0.5 | 0 | 0 | 36* | -0.1 | -0.3
Cc1ccc(C(=O)NCc2ccco2)cc1S(=O)(=O)Nc1cccc(Cl)c1 | 2.7 | -2 | 0.2 | -0.5 | -1 | 4 | 2 | 1.0 | ?
Cc1nonc1NC(=O)CSc1ccccn1 | 0.0 | 1 | 0.3 | 1.0 | -6 | 1 | 5 | -1.4 | -4.0
Cn1nc(CC(=O)NCc2ccc(F)cc2)c2ccccc2c1=O | 0.9 | -1 | 0.7 | -0.8 | -8 | 15 | -3 | 0.7 | -0.8

Screens: PubChem BioAssay, several laboratories
